Source: PubChem (The Scripps Research Institute Molecular Screening Center)
CHO-K1 Ca PAM: M1 PAM counterscreen hit in parental CHO-K1 cells; ATP EC20, Fluo-8 calcium fluorescence; 0% at ATP EC20, 100% at ATP max; activation, % at 3 µM; 360,000 tested, 0.02% active;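 active means activation above the run cutoff, the mean activation of all test compounds plus 3 SD, cut at about 40% in these data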;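 further: peak over basal fluorescence ratio in a 140 s read after ATP addition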
CHO parental Ca: signal in parental CHO cells, OX1R antagonist counter-screen; inhibition, % at 5.6 µM; AID 463079; 330,000 tested, 0.63% active; parental CHO-K1, ATP-induced calcium, Fluo-8 fluorescence;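 active means inhibition above that plate's mean sample inhibition plus 3 SD, cut at about 26% in these data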;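 further: 0% = ATP-challenged DMSO wells and 100% = DMSO wells without ATP; some compounds past the cut are filed as inactive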
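Measured by: calcium-sensitive Fluo-8 fluorescence / Test system: CHO parental line / Controls: ATP-challenged DMSO wells low, unchallenged DMSO wells high / Measure: % inhibition / Compound: single nominal dose of 5.6 µM per compound / Replicates: single well per compound, no replicates / Reagent: ATP as calcium-mobilizing challenge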
OXTR potentiator: potentiators of human oxytocin receptor | P30559 | CHO-OTR cells, Fluo-8 calcium fluorescence, potentiator mode; 0% = oxytocin EC15, 100% = EC100 | activation, % at 3 µM | 320,000 tested, 0.061% active | AID 2445;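 active means activation above that plate's cutoff, the mean activation of tested compounds plus 3 SD, cut at about 6.6% in these data, passing the limit was not always enough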;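 further: 100% uses oxytocin at 75 nM as the full agonist control; some results filed as inactive read as strong as hits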
Target sequence (P30559 whole entry, looked up): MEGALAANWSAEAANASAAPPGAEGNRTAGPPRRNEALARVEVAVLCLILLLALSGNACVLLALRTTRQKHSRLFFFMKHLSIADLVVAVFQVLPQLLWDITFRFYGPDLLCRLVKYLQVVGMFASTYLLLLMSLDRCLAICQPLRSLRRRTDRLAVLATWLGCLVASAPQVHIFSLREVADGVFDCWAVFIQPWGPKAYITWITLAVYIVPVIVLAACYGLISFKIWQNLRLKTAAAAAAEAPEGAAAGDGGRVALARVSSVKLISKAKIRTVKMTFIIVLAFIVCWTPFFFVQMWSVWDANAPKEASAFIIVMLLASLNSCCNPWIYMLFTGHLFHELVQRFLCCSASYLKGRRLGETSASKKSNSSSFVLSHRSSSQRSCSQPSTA
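test system = CHO-OTR cells, human receptor | compound = single-point 3.0 µM | schedule = 6 min compound pre-incubation at room temperature, 100 s kinetic read | signal = Fluo-8 no-wash calcium dye fluorescence, excitation 470-495 nm, emission 515-575 nm | repeats = single well per compound, singlicate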
GPR7 antagonist: human neuropeptides B/W receptor 1 antagonism; 290,000 tested, 1.1% active; P48145; AID 1861; inhibition, % at 4.4 µM; GPR7-expressing cells, fluorescence antagonist assay; in the data active means inhibition above about 16%, passing the limit was not always enough;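 further: cells stimulated with the agonist NPW; 0% = agonist with vehicle and 100% = vehicle without agonist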
Target sequence (P48145 whole entry, looked up): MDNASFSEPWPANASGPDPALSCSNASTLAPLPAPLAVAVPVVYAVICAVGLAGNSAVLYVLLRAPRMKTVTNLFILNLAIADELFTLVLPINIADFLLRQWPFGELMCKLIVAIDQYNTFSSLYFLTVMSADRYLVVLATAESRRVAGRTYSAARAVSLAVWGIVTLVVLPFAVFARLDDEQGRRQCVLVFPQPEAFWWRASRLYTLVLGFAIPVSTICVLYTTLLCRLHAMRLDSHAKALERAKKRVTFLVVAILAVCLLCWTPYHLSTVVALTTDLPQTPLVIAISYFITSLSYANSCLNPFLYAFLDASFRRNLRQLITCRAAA
TAAR1 antag: antagonists of human TAAR1; 360,000 tested, 1.5% active; CHO RD-HGA16 TAAR1, Fluo-8 calcium fluorescence, antagonist; AID 624466; Q96RJ0; inhibition, % at 3 µM;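 active means inhibition above a per-plate cutoff, the mean inhibition of test compounds on that plate plus 3 SD, cut at about 49% in these data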;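 further: 0% = DMSO plus EC80 beta-PEA response and 100% = DMSO alone without agonist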
Target sequence (Q96RJ0 whole entry, looked up): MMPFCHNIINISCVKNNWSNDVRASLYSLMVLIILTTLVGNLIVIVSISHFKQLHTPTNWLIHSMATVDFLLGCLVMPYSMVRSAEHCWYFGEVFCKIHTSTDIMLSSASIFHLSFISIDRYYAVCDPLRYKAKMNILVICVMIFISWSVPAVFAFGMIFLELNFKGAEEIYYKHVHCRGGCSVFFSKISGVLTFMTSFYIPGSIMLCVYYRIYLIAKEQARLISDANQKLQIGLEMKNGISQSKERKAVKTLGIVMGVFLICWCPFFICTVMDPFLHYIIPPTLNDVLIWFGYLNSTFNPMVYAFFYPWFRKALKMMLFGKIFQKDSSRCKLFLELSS
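Assay system: CHO-derived RD-HGA16 cells stably expressing human TAAR1 plus Gα16. Timing: 140 s kinetic read after compound, 140 s after agonist. Technique: kinetic Fluo-8 calcium fluorescence measurement. Measure: % inhibition of agonist calcium response.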
M1 ag parental: nonselective activator or artifact in parental CHO-K1 cells; Fluo-8 calcium fluorescence; scaled to maximal ATP response, vehicle zero; activation, % at 3 µM; 360,000 tested, 0.48% active; AID 602248; in the data active means activation above about 15%;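 further: untransfected CHO-K1 host cells lacking M1 receptor as counterscreen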
V1R ag counter: counter-screen for oxytocin receptor agonists: human V1a receptor agonists. activation, % at 3 µM. P37288. AID 2797. CHO-V1R cells, Fluo-8 calcium fluorescence, agonist mode; 0% DMSO, 100% 3 nM vasopressin. 320,000 tested, 0.25% active;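 active means activation above the mean activation of all tested compounds plus 3 SD, per screening run, cut at about 20% in these data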;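 further: signal is peak over basal fluorescence ratio across a 100 second FLIPR read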
CHO-K1 Ca antag: counter-screen for M1 antagonists: effect in parental CHO-K1 cells. ATP-induced calcium, Fluo-8 fluorescence. inhibition, % at 3 µM. 360,000 tested, 0.6% active;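 active means inhibition above a per-plate cutoff, the plate's mean sample inhibition plus 3 SD, cut at about 24% in these data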;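 further: 0% = DMSO plus EC80 ATP and 100% = DMSO alone without ATP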
OXTR ag: agonists of human oxytocin receptor | P30559 | CHO-OTR cells, Fluo-8 calcium fluorescence; normalized: DMSO 0%, oxytocin 100% | activation, % at 3 µM | 320,000 tested, 0.32% active;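 active means activation above the mean of all tested compounds plus 3 SD, cutoff set per screening run, cut at about 20% in these data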;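 further: peak over basal fluorescence ratio from a 100 s FLIPR kinetic read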
* = called active by the depositor.

`Cc1cc(OCC(=O)N(Cc2ccco2)C2CCS(=O)(=O)C2)ccc1Cl` (stereo unspecified) gave CHO-K1 Ca PAM 27, CHO parental Ca -23, OXTR potentiator -8, GPR7 antagonist -4, TAAR1 antag -17, M1 ag parental 1.8, V1R ag counter -1.3, CHO-K1 Ca antag -12 and OXTR ag 3.4.
`C[C@@H]1CN([C@@H](C)CO)C(=O)CCCn2nncc2CO[C@@H]1CN(C)C(=O)Nc1ccccc1F` gave CHO-K1 Ca PAM -5, TAAR1 antag -7, M1 ag parental 0.3 and CHO-K1 Ca antag -5.
`CCOC(=O)CC(NC(=O)C1c2ccccc2Oc2ccccc21)c1ccc(C)cc1` (stereo unspecified) gave CHO-K1 Ca PAM 28, CHO parental Ca -17, OXTR potentiator -3, GPR7 antagonist 3, TAAR1 antag -12, M1 ag parental 4.5, V1R ag counter -0.2, CHO-K1 Ca antag -9 and OXTR ag -2.8.
`O=C(c1ccc2nc(Cc3ccccc3F)oc2c1)N1CC[C@H](O)C1` gave CHO-K1 Ca PAM 14, CHO parental Ca -8, OXTR potentiator 0, GPR7 antagonist 6, TAAR1 antag -21, M1 ag parental 5.6, V1R ag counter 1.0, CHO-K1 Ca antag -5 and OXTR ag 0.8.
`CCCn1nc(NS(C)(=O)=O)c2cc3cccc(C)c3nc21` gave CHO-K1 Ca PAM -1, CHO parental Ca -12, OXTR potentiator -2, GPR7 antagonist -15, TAAR1 antag -13, M1 ag parental 0.4, V1R ag counter -0.1, CHO-K1 Ca antag 0 and OXTR ag -1.8.
N#Cc1ccccc1NC(=O)COc1ccccc1C(=O)Nc1ccccc1 was read as CHO-K1 Ca PAM -2, CHO parental Ca -2, OXTR potentiator -3, TAAR1 antag 48, M1 ag parental 5.9, V1R ag counter 2.4, CHO-K1 Ca antag -10 and OXTR ag 1.8.
`O=C(CSc1nnc(-c2cccnc2)n1Cc1ccco1)N1CCc2ccccc21` gave CHO-K1 Ca PAM 15, CHO parental Ca -17, OXTR potentiator -13, GPR7 antagonist -16, TAAR1 antag -7, M1 ag parental 1.2, V1R ag counter -0.6, CHO-K1 Ca antag -2 and OXTR ag -2.3.
Screening CC(C)C[C@H](NC(=O)[C@@H]1O[C@H]1C(=O)O)C(=O)NCCCCN=C(N)N returned CHO-K1 Ca PAM 10, CHO parental Ca -5, OXTR potentiator 0, GPR7 antagonist -10, TAAR1 antag -3, M1 ag parental 0.4, V1R ag counter 0.3, CHO-K1 Ca antag -5 and OXTR ag 1.0.
`Cc1occc1-c1nnc(SCC(=O)N2CCCCC2)n1C` gave CHO-K1 Ca PAM -14, TAAR1 antag -13, M1 ag parental 0.2 and CHO-K1 Ca antag 5.
Screening Cc1nc(NC(=O)c2ccc(F)cc2)sc1C(=O)Nc1ccc2c(c1)CCC2 returned CHO-K1 Ca PAM 10, CHO parental Ca -13, OXTR potentiator 3, GPR7 antagonist -4, TAAR1 antag 2, M1 ag parental -0.3, V1R ag counter 0.1, CHO-K1 Ca antag -17 and OXTR ag -0.9.
`COc1ccc(S(=O)(=O)NCCSC(C)(C)C)cc1Cl` gave CHO-K1 Ca PAM -8, CHO parental Ca -9, OXTR potentiator -10, GPR7 antagonist 2, TAAR1 antag 9, M1 ag parental 1.4, V1R ag counter 0.8, CHO-K1 Ca antag 10 and OXTR ag 0.0.
Screening Cc1ccc(OC(=O)N(C)C[C@@H]2OCc3cn(nn3)CCCC(=O)N([C@@H](C)CO)C[C@H]2C)cc1 returned CHO-K1 Ca PAM 15, TAAR1 antag 5, M1 ag parental 0.0 and CHO-K1 Ca antag -3.
For O=C1NC(c2ccc(-c3ccccc3[N+](=O)[O-])o2)C(C(=O)c2ccccc2)C(O)(C(F)(F)F)N1 (stereo unspecified) the results were CHO-K1 Ca PAM 25, CHO parental Ca -9, OXTR potentiator -4, GPR7 antagonist -7, TAAR1 antag 17, M1 ag parental 4.7, V1R ag counter 0.9, CHO-K1 Ca antag -7 and OXTR ag 1.5.
Screening CCc1ccc(N2CC(C(=O)Nc3cccnc3)CC2=O)cc1 (stereo unspecified) returned CHO-K1 Ca PAM 14, CHO parental Ca -11, OXTR potentiator -5, GPR7 antagonist -4, TAAR1 antag -8, M1 ag parental 0.2, V1R ag counter 1.1, CHO-K1 Ca antag -8 and OXTR ag -1.3.
`O=C(OCCOc1cccc(Cl)c1)c1cc(S(=O)(=O)N2CCOCC2)ccc1F` gave CHO-K1 Ca PAM 3, CHO parental Ca -3, OXTR potentiator -10, TAAR1 antag 21, M1 ag parental 6.4, V1R ag counter 2.2, CHO-K1 Ca antag -10 and OXTR ag 0.5.
CCOC(=O)c1c(C)n(-c2ccc(C)cc2)c2ccc(O)c(CN(C)C)c12 was read as CHO-K1 Ca PAM 18, CHO parental Ca -12, OXTR potentiator -6, GPR7 antagonist -1, TAAR1 antag -2, M1 ag parental 5.6, V1R ag counter 2.8, CHO-K1 Ca antag -6 and OXTR ag 1.1.
Cc1ccc(S(=O)(=O)N(C)CCCC(=O)Nc2ccccn2)cc1 was read as CHO-K1 Ca PAM 18, CHO parental Ca -13, OXTR potentiator -21, TAAR1 antag -12, M1 ag parental 1.8, V1R ag counter -0.2, CHO-K1 Ca antag -13 and OXTR ag -1.2.
Screening COc1cc2c(C#CCCO)c(-c3ccsc3)oc(=O)c2cc1OC returned CHO-K1 Ca PAM 4, CHO parental Ca -17, OXTR potentiator -5, TAAR1 antag 31, M1 ag parental 1.6, V1R ag counter -0.1, CHO-K1 Ca antag -14 and OXTR ag -0.8.
For COCCN(C(=O)C1CCC1)c1nnc(-c2cccnc2)s1 the results were CHO-K1 Ca PAM 18, CHO parental Ca -5, OXTR potentiator -10, GPR7 antagonist -5, TAAR1 antag 7, M1 ag parental 0.7, V1R ag counter 0.1, CHO-K1 Ca antag -7 and OXTR ag 1.6.
COc1cc(C(=O)OCC(=O)Nc2c(C)n(C)n(-c3ccccc3)c2=O)c([N+](=O)[O-])cc1OC was read as CHO-K1 Ca PAM 8, CHO parental Ca -13, OXTR potentiator -1, TAAR1 antag 12, M1 ag parental 0.2, V1R ag counter 1.3, CHO-K1 Ca antag -16 and OXTR ag 0.8.
For COCCNC(=O)c1onc(CSc2ccccc2)c1C(=O)O the results were CHO-K1 Ca PAM -3, CHO parental Ca -5, OXTR potentiator 2, GPR7 antagonist -19, TAAR1 antag -13, M1 ag parental 1.4, V1R ag counter 0.5, CHO-K1 Ca antag 2 and OXTR ag 0.9.
For Cc1ccccc1C(=O)NC(C(N)=O)P(=O)(OC(C)C)OC(C)C (stereo unspecified) the results were CHO-K1 Ca PAM 29, CHO parental Ca 2, OXTR potentiator -2, GPR7 antagonist -7, TAAR1 antag -24, M1 ag parental 2.1, V1R ag counter -0.7, CHO-K1 Ca antag -15 and OXTR ag -1.4.
Screening COc1ccc2cc3cc(C(=O)Nc4ccc5c(c4)OCCO5)oc3nc2c1 returned CHO-K1 Ca PAM 6, CHO parental Ca -1, OXTR potentiator -5, GPR7 antagonist -1, TAAR1 antag 21, M1 ag parental 1.2, V1R ag counter 2.7, CHO-K1 Ca antag 10 and OXTR ag 3.4.
`C[n+]1cc[nH]c1SCC(=O)c1ccc(Cl)cc1` gave CHO-K1 Ca PAM 26, CHO parental Ca -11, OXTR potentiator -2, GPR7 antagonist -6, TAAR1 antag 0, M1 ag parental 0.4, V1R ag counter 0.6, CHO-K1 Ca antag -8 and OXTR ag -0.3.
O=C(CCC(=O)N/N=C/c1ccco1)N/N=C/c1ccco1 was read as CHO-K1 Ca PAM 14, CHO parental Ca 1, OXTR potentiator -4, GPR7 antagonist -21, TAAR1 antag -30, M1 ag parental 0.6, V1R ag counter 1.5, CHO-K1 Ca antag -8 and OXTR ag -0.8.
Screening Cc1ccc(-n2cnnn2)c(S(=O)(=O)N2CCOCC2)c1 returned CHO-K1 Ca PAM 19, CHO parental Ca 0, OXTR potentiator 1, GPR7 antagonist -14, TAAR1 antag -12, M1 ag parental 0.2, V1R ag counter -0.4, CHO-K1 Ca antag -5 and OXTR ag 0.8.
Cc1cccnc1NC(=O)Nc1ccc(F)cc1 was read as CHO-K1 Ca PAM -3, CHO parental Ca -5, OXTR potentiator -17, GPR7 antagonist -6, TAAR1 antag -10, M1 ag parental 14, V1R ag counter 0.6, CHO-K1 Ca antag 6 and OXTR ag -1.4.
Cc1ccc(-c2csc3nc[nH]c(=S)c23)cc1 was read as CHO-K1 Ca PAM 12, CHO parental Ca -9, OXTR potentiator 0, GPR7 antagonist -12, TAAR1 antag 4, M1 ag parental 1.4, V1R ag counter 0.4, CHO-K1 Ca antag -1 and OXTR ag -3.0.
For CNc1ccc(OC(F)F)cc1C(=O)c1ccccc1 the results were CHO-K1 Ca PAM 13, CHO parental Ca -11, OXTR potentiator 2, GPR7 antagonist -14, TAAR1 antag -29, M1 ag parental -0.1, V1R ag counter -1.5, CHO-K1 Ca antag -18 and OXTR ag -1.9.
Screening OC1CCN(Cc2cccc(Oc3ccccc3)c2)CC1 returned CHO-K1 Ca PAM 25, CHO parental Ca 1, OXTR potentiator 2, GPR7 antagonist 12, TAAR1 antag 21, M1 ag parental 0.8, V1R ag counter 0.8, CHO-K1 Ca antag -11 and OXTR ag 2.0.
`Cc1ccc(NC(=O)c2ccc(C)cc2)cc1` gave CHO-K1 Ca PAM -12, CHO parental Ca -12, OXTR potentiator 4, TAAR1 antag -7, M1 ag parental -1.1, V1R ag counter -1.0, CHO-K1 Ca antag 6 and OXTR ag -2.4.
Screening CN1C(C(=O)NCc2ccco2)CC2Cn3c(nc4cc(Cl)c(Cl)cc43)C21 (stereo unspecified) returned CHO-K1 Ca PAM 6, CHO parental Ca -10, OXTR potentiator -8, TAAR1 antag 0, M1 ag parental 0.8, V1R ag counter 0.6, CHO-K1 Ca antag -12 and OXTR ag 3.2.
Screening CC(C)c1ccccc1OCC(O)CN(CC(O)COc1cccc2ccccc12)C(C)C (stereo unspecified) returned CHO-K1 Ca PAM 4, CHO parental Ca -15, OXTR potentiator -3, GPR7 antagonist 13, TAAR1 antag 31, M1 ag parental 0.7, V1R ag counter 1.5, CHO-K1 Ca antag -14 and OXTR ag 0.8.

2 records drawn at random from the list so far, as already listed:
Cc1cccnc1NC(=O)Nc1ccc(F)cc1 was read as CHO-K1 Ca PAM -3, CHO parental Ca -5, OXTR potentiator -17, GPR7 antagonist -6, TAAR1 antag -10, M1 ag parental 14, V1R ag counter 0.6, CHO-K1 Ca antag 6 and OXTR ag -1.4.
For COCCNC(=O)c1onc(CSc2ccccc2)c1C(=O)O the results were CHO-K1 Ca PAM -3, CHO parental Ca -5, OXTR potentiator 2, GPR7 antagonist -19, TAAR1 antag -13, M1 ag parental 1.4, V1R ag counter 0.5, CHO-K1 Ca antag 2 and OXTR ag 0.9.
